bCat nuc transl – beta-catenin nuclear translocation modulation; nuclear translocation activity, % at 5 µM; HeLa beta-catenin nuclear translocation, immunofluorescence imaging; actives 0.3% (n = 190,000);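 active means nuclear translocation activity above 50% at 5 µM, with a well cell count of 50 or more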;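 further: per-cell ratio of nuclear to cytoplasmic median beta-catenin stain intensity; plate controls were DMSO negative control for no effect and GSK-3 inhibitor IX positive control for full effect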
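Read-out: Nuclear/cytoplasmic beta-catenin signal ratio, % activation | Assay system: Human HeLa cell line | Times: 24 h compound exposure at 37°C, 5% CO2 | Signal: Fluorescence imaging of beta-catenin antibody stain plus DAPI | Dosing: 5 µM primary, 0.02–20 µM confirmation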
Autophagy mod – modulators of autophagy. MEF GFP-LC3 puncta imaging; test concentration mostly 10 µM. calls only at 10 µM (by protocol). actives 0.98% (n = 190,000). AID 463193;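 active means percentage of spot-positive cells more than 3 SD above its plate mean, without a fluorescence outlier flag or 80% toxicity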;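 further: spot-positive cell cutoff set from DMSO-treated cells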
XIAP displacement – XIAP antagonists, biochemical, IAP family, fluorescence polarization (AID 1018); XIAP BIR domain, fluorescence polarization peptide displacement; higher % means a stronger effect; one-dose displacement, % at 20 µM; IC50 in µM for titrated hits; actives 0.007% (n = 200,000); in the data active means displacement above about 50%; further: a part of the inactive calls stands beside numbers as strong as those of hits
Dynein transport – blocks dynein driven cargo transport along microtubules. 3617.4 mouse cells, GR-EGFP nuclear translocation imaging; test concentration mostly 20 µM; stimulated with dexamethasone, 1 µM; hits give low values. z-score, hits read low. actives 0.47% (n = 220,000). AID 1381;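 active means plate z-score of nuclear minus cytoplasmic receptor signal below a set negative limit, without overly bright fluorescence or cell loss, cut at about -3.5 in these data, passing the limit was not always enough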;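 further: z-score of nuclear minus cytoplasmic ring GR-EGFP intensity difference per well; some compounds called inactive have numbers as strong as hits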
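Buffer or medium – tet-free medium with charcoal-stripped serum · Signal – automated 10x imaging of fixed Hoechst-stained cells · Also added – dexamethasone agonist, 1.0 µM final, for 30 min · Incubation – induction 48 h, compound 1 h, agonist 30 min · Read-out – GR-EGFP nuclear translocation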
ER stress rescue – rescue of cells from ER stress-induced death, primary screen, 384-well, CSM14.1, thapsigargin, ATP luminescence (AID 1222); 190,000 tested, under 10 active; CSM14.1 thapsigargin-induced death rescue, ATP luminescence; higher % means a stronger effect; one-dose cellular ATP content (survival), % at 20 µM; EC50 in µM for titrated hits;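 active means EC50 below 50 µM in the dose-response confirmation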;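 further: death triggered by thapsigargin at about 15 µM added after 2 h compound pretreatment; cell ATP read after overnight thapsigargin exposure of roughly 18 to 22 hours; normalized against plate controls of thapsigargin alone and 5% DMSO vehicle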
MT stabilize HCS – stabilizes microtubules in HeLa cells | % tubulin-high responders, % at 10 µM | actives 0.83% (n = 200,000) | HeLa tubulin immunostaining HCS, 24 h; share of cells brighter than vehicle mean+2SD | AID 2205;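 active means plate Z-score above 3 for both tubulin-high and condensed-nucleus cell shares, with cell loss under 80%, at 10 µM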;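 further: anti alpha tubulin signal scored within the nucleus-defined area of each cell; some results filed as inactive read as strong as hits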
Hep lipid drop – modulators of hepatic lipid droplet formation | AML12 mouse hepatocytes, oleate lipid droplets, BODIPY imaging | inhibition, % at 6.5 µM | actives 0.4% (n = 240,000);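 active means lipid droplet intensity inhibited by at least 50%, with more than 500 cells counted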
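Material: mouse AML12 hepatocyte cell line, fixed after treatment; Timing: compound with oleate, overnight; Technique: high-content imaging of BODIPY-stained droplets and DAPI nuclei; Probe or stimulus: oleate, 100 µM final; Dosing: compound at 6.5 µM only.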
WT yeast gro inh – growth inhibition of WT yeast, mitochondrial fusion screen; actives 2.1% (n = 190,000); mitochondrial fusion phenotypic screen, WT strain; inhibition, % at 10 µM; in the data active means inhibition above about 58%; tested in S. cerevisiae
Ins promoter up – MIN6 insulin promoter up-regulation | z-score at 5 µM | actives 0.3% (n = 190,000) | AID 1625 | MIN6 insulin promoter-GFP reporter, high-content imaging; hits give high values;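 active means z-score above 3 at 5 µM with at least 500 cells counted in the well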
WT yeast gro inh mutant strain – second read-out of WT yeast gro inh, no call of its own (marks repeat the call); inhibition, %; mitochondrial fusion phenotypic screen, mutant strain inhibition
Dynein transport cytoplasmic EGFP – also measured in Dynein transport; calls as there; z-score; measured here: cytoplasmic GR-EGFP intensity; hits give high values
Dynein transport nuclear GR-EGFP – recorded beside Dynein transport, whose call it bears; z-score; measured here: nuclear GR-EGFP intensity;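 lower value marks the stronger effect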
Dynein transport cell count – further read-out of Dynein transport, marked with its call; z-score; measured here: cell count per field
Ins promoter up cell count – second read-out of Ins promoter up, no call of its own (marks repeat the call); cell count; measured here: cytotoxicity, nuclei count;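 total cells summed across four imaged fields per well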
Hep lipid drop cells 6.5 µM – also measured in Hep lipid drop; calls as there; cell count; measured here: cell count, cytotoxicity flag;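 cells counted across two imaged fields per well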
bCat nuc transl cell count 5 µM – second read-out of bCat nuc transl, no call of its own (marks repeat the call); cell count; measured here: cell count, cytotoxicity flag
MT stabilize HCS Hoechst-high % – recorded beside MT stabilize HCS, whose call it bears; % Hoechst-high responders; measured here: nuclear condensation Hoechst responders;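 share of cells brighter than vehicle mean plus two SD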
MT stabilize HCS cytotoxicity % – also measured in MT stabilize HCS; calls as there; toxicity, %; measured here: cytotoxicity by cell density;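 0% = mean cell density of plate MIN control wells and 100% = no cells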
Autophagy mod cell loss 18 h – further read-out of Autophagy mod, marked with its call; toxicity, %; measured here: cell loss, nuclei count;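 cell loss after 18 h compound exposure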
Starred values were filed as active, the others as inactive; i = inactive; / = no result given. The order is random. Share with any hit: about 4%.

SMILES	bCat nuc transl	bCat nuc transl cell count 5 µM	Autophagy mod	Autophagy mod cell loss 18 h	XIAP displacement	Dynein transport	Dynein transport cytoplasmic EGFP	Dynein transport nuclear GR-EGFP	Dynein transport cell count	ER stress rescue	MT stabilize HCS	MT stabilize HCS Hoechst-high %	MT stabilize HCS cytotoxicity %	Hep lipid drop	Hep lipid drop cells 6.5 µM	WT yeast gro inh	WT yeast gro inh mutant strain	Ins promoter up	Ins promoter up cell count
Cc1ccc(C(=O)Nc2cccc([N+](=O)[O-])c2)cc1S(=O)(=O)Nc1cccc(C(=O)O)c1	5.6	1127	i	-6.0	-2.1%	0.00493	-0.377	-0.583	0.802	0.1%	3.6	1.2	4.5	2.3	684	2.5	-6.2	0.03	1252
COc1cc(S(=O)(=O)Nc2ccc(Br)cc2)ccc1N	1.4	971	i	-21.0	-10.1%	-0.221	-0.313	0.146	0.167	-2.4%	6.1	4.8	9.1	-12.7	682	17.3	11.4	/	/
COP(=O)(OC)C(Nc1ccc([N+](=O)[O-])cc1)c1ccccc1 (stereo not drawn)	0.4	1341	/	/	/	-0.938	-0.246	-0.322	1.01	/	/	/	/	-30.6	727	/	/	-0.16	1143
CCOC(=O)c1cnc2c(C)cccc2c1NCc1ccco1	-1.4	1117	i	-0.1	-4.0%	-0.479	0.0409	-0.0203	0.873	0.9%	2.2	1.7	9.8	4.0	626	17.8	7.0	0.06	1742
Cc1cccc(NC(=O)CSc2nc(C)c(Cc3ccccc3)c(=O)[nH]2)c1C	0.4	1018	i	6.2	-7.2%	0.223	-0.115	0.255	0.197	-1.1%	3.3	2.5	5.4	18.4	698	0.4	-1.7	/	/
CN(C)C(CNC(=O)Cc1ccc([N+](=O)[O-])cc1)c1ccccc1 (stereo not drawn)	0.1	1057	i	-9.6	-18.4%	-1.1	-0.138	-0.495	1.31	-1.5%	1.5	3.2	6.1	-26.6	710	-5.7	-7.2	/	/
CCOC(=O)C1CCN(C(=O)CS(=O)Cc2nc(-c3ccc(C)cc3)oc2C)CC1 (stereo not drawn)	/	/	i	12.0	0.9%	2.16	-0.333	1.57	0.737	-0.2%	7.1	2.2	7.2	/	/	12.2	-4.1	-0.84	981
CSc1nnc(CNC(=O)c2ccccc2)n1-c1ccc(F)cc1	0.8	1091	i	-3.4	-0.3%	-1.07	-0.198	-0.466	0.337	-3.0%	3.3	1.5	9.0	-22.1	621	-16.6	-3.3	-0.49	1867
CN(C)Cc1cnc2ccc(Cl)cn12	4.2	1413	i	29.2	-3.1%	-0.74	-0.183	-0.484	0.863	2.2%	1.4	1.3	8.5	/	/	2.3	13.3	0.68	1506
Cc1noc(C)c1CSc1nnc(-c2ccccc2)n1N	-0.7	1202	i	2.9	-7.4%	-0.357	0.000349	0.135	-0.24	9.5%	1.2	1.0	4.8	10.7	792	-19.3	-0.5	-0.01	848
CCOC(=O)c1ccc(NC(=O)CCC(CC)C(=O)O)cc1 (stereo not drawn)	-0.6	1018	i	3.6	-4.5%	0.272	-0.256	0.443	0.328	-2.5%	4.3	3.6	7.5	1.8	763	-31.0	-9.9	/	/
COc1ccc2c(c1)c(=O)oc1cc(OCC(=O)NC3CC3)ccc12	-1.0	1130	i	5.3	-1.2%	1.57	-0.0127	1.16	-2.02	-2.3%	5.0	2.5	3.0	-18.3	688	-3.1	-14.4	0.12	1327
Cc1ccc(CNC(=O)CC2Sc3ccccc3NC2=O)cc1 (stereo not drawn)	-1.5	1037	i	-4.0	-5.3%	0.686	-0.351	0.441	0.211	-0.2%	2.3	2.1	6.1	-2.9	674	-1.7	2.8	-0.57	1420
Cc1cc(-c2ccccc2)c2c(n1)sc1c(O)cc(=O)[nH]c12	0.3	1366	/	/	/	0.299	-0.229	0.761	0.676	/	/	/	/	-0.4	640	/	/	0.03	987
Cc1nc2ccc(NS(=O)(=O)c3ccc(F)cc3)cc2s1	-3.1	1113	i	9.3	-0.9%	-0.789	-0.199	-0.775	0.325	-0.4%	3.0	2.2	2.9	8.1	681	-5.4	-1.0	-0.65	1303
C/C(=N/NC(=O)c1cccs1)c1c(C)[nH]n(-c2nc3ccccc3s2)c1=O	-0.3	938	i	2.5	-16.4%	0.189	-0.241	0.241	0.449	-8.9%	6.0	1.3	3.5	27.9	701	56.7	50.9	/	/
CCOC(=O)Cc1csc(NC(=O)CC(C)(C)C)n1	0.3	852	i	-8.2	-2.6%	-0.142	-0.248	0.0382	0.324	-2.3%	2.8	1.1	6.5	/	/	-12.1	-0.9	0.09	1324
COc1ccc(C(=O)NC(=S)NCc2cccnc2)cc1OC	-1.2	984	i	-11.1	-3.7%	-0.506	-0.319	0.197	0.679	7.0%	4.6	2.9	11.8	-1.6	704	-11.9	10.9	-0.38	1411
Cc1cccc(N(CC(=O)NC2CCCC2)C(=O)c2cc3cc4cccc(C)c4nc3s2)c1C	/	/	i	5.1	-4.6%	-0.0544	-0.225	-0.321	0.245	-0.7%	1.2	2.1	12.7	/	/	8.4	25.2	/	/
CCCCN1C(=O)C(O)(CC(=O)c2c(C)coc2C)c2ccccc21 (stereo not drawn)	0.1	1497	i	17.4	-3.1%	-0.237	-0.282	0.0058	0.272	-0.3%	2.3	2.8	7.4	-34.7	724	0.8	1.9	0.26	1525
COC(=O)c1ccc(C(=O)OC)c(NC(=O)CN2CCN(c3ccccc3)CC2)c1	-4.0	1156	i	6.9	-2.5%	0.045	-0.13	0.334	0.581	5.2%	5.1	2.8	8.6	-8.5	752	17.8	10.4	-0.33	1236
COc1ccc(C(OC(=O)c2ccco2)C(=O)NC2CCCCC2)cc1OC (stereo not drawn)	-0.4	914	i	-6.7	-5.6%	0.225	-0.185	0.111	-0.464	-1.1%	3.2	1.1	5.0	/	/	19.3	-3.7	-0.31	1093
O=C(COC(=O)CNS(=O)(=O)c1ccccc1)Nc1ccc(Cl)cn1	-7.0	1221	i	4.0	-1.7%	-0.667	-0.237	-0.337	-0.0243	2.8%	1.1	1.8	3.3	2.5	744	-7.8	4.7	/	/
COc1ccc(C(=O)Cc2ccc3c(c2)OCO3)c(O)c1	1.4	527	i	16.6	-6.2%	-0.533	-0.281	-0.625	0.636	-5.7%	3.1	2.3	0.2	-22.2	642	-7.2	-9.2	0.1	1199
CN(C)CCCN(Cc1cc2cc3c(cc2[nH]c1=O)OCO3)C(=S)NCc1ccco1	1.1	968	i	0.6	-3.2%	-0.562	-0.31	-0.24	0.791	-0.7%	3.0	2.5	8.8	-6.7	712	-17.7	3.7	/	/
Cn1cc(/C=C2\SC(=O)NC2=S)c2ccccc21	0.3	1197	i	20.0	-9.6%	2.13	0.504	1.51	0.485	-1.6%	3.5	0.8	21.3	1.4	682	2.4	14.5	0.53	1447
COc1ccc(CCNC(=O)c2ccc(CNS(=O)(=O)c3ccc(C(C)(C)C)cc3)cc2)cc1OC	-0.9	1201	i	17.1	-8.8%	1.42	-0.191	0.516	-0.585	2.9%	5.8	2.3	3.1	24.1	702	3.9	6.5	-0.4	1486
O=C(NCCCN1CCOCC1)[C@@H]1CSC2c3ccccc3C(=O)N21 (stereo partly drawn)	-6.3	1189	i	-4.7	-4.2%	0.766	-0.204	0.723	-0.17	-1.6%	4.3	3.0	16.2	1.4	775	7.4	3.4	-0.19	1243
O=C1OC(c2ccccc2)=NC12CC2c1ccc(Cl)cc1 (stereo not drawn)	0.7	446	i	7.6	-2.2%	-2.74	0.781	-1.85	0.389	-0.7%	4.4	2.1	9.3	-0.7	702	16.1	-3.5	0.05	1190
CC(=O)Oc1ccc(C(=O)Nc2cccc(C(=O)NC(C)(C)C)c2)cc1	0.0	1074	i	-5.6	-1.9%	-0.692	-0.189	-0.313	0.942	-0.4%	1.9	2.6	10.5	11.4	710	2.6	-11.0	0.25	1315
O=C(c1cccnc1)N1CCC(c2nc3ccccc3[nH]2)CC1	-1.2	1175	i	4.3	0.3%	-1.77	1.88	-0.332	0.166	-0.8%	4.4	2.4	6.1	/	/	1.7	16.1	0.68	1338
Cc1ccc(C)c(CSc2nnc(-c3cccs3)n2Cc2ccco2)c1	-0.7	1333	i	4.2	-3.0%	-1.18	-0.267	-1.35	0.875	0.5%	3.8	1.7	4.1	/	/	-8.9	2.1	-0.38	1646
CCc1ccc(N2CC(O)(c3cccs3)[N+]3=C2SCCC3)cc1 (stereo not drawn)	-0.6	1071	i	5.3	-1.0%	0.277	-0.144	-0.0952	0.593	-1.1%	2.3	1.7	9.2	0.6	650	30.2	-34.5	-3.76	962
COC(=O)c1ccc(S(=O)(=O)NCc2ccc(OC)cc2)n1C	0.0	1276	/	/	/	0.63	-0.203	0.0899	0.497	/	/	/	/	-0.2	711	/	/	0.18	1109
Cc1ccc(C2CN(c3ccccc3)CC2C(=O)c2ccc(F)cc2)cc1 (stereo not drawn)	/	/	i	21.0	-6.5%	1.24	-0.118	0.863	0.464	1.9%	3.2	1.8	6.0	/	/	-11.4	3.7	/	/
O=C(c1cnc2sccn2c1=O)N(Cc1ccccc1)c1ccccn1	-1.9	1172	i	-4.2	-5.9%	-0.815	-0.0788	-0.308	0.57	-1.8%	2.3	3.0	1.5	-2.3	660	1.2	7.5	1.9	2085

Screening data as filed in PubChem.
